Screening results from PubChem.
PAFAH2 inh – PAFAH2 (human) inhibition; inhibition, % at 3.39 µM; 340,000 tested, 0.99% active; recombinant PAFAH2, FP-rhodamine activity probe, fluorescence polarization;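 active means inhibition above the mean over all tested compounds plus 3 SD, cut at about 30% in these data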;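 further: inhibitors block probe labeling of enzyme so polarization drops; 0% = enzyme with DMSO and 100% = wells lacking PAFAH2 protein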
core dimer inh – HCV core protein dimerization inhibition; 300,000 tested, 0.33% active; inhibition, % at 5 µM; AID 1899; TR-FRET GST/Flag-core106 dimerization, 1536-well;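 active means inhibition above the mean of all tested compounds plus 3 SD, set per screening campaign, cut at about 45% in these data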
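Material: Tagged HCV core106 pair (GST and Flag) | Amount: GST-core106 13.5 nM, Flag-core106 17 nM | Medium: KF-containing HEPES buffer, pH 7.45, DTT, CHAPS, BSA | Reagent: Eu donor and XL665 acceptor anti-tag antibodies | Schedule: 4 h at 22.5 °C | Technique: Time-resolved FRET, ex 340 nm, em 617 and 671 nm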
PP1 counter – blocks human PP1-alpha phosphatase, a PP5 counter-screen. AID 2235. P62136. 320,000 tested, 0.9% active. purified PP1alpha, OMFP fluorescence. inhibition, % at 6.7 µM;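 active means inhibition above the mean inhibition of all tested compounds plus 3 SD, computed separately for each screening campaign, cut at about 15% in these data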
AHR act – activates the human aryl hydrocarbon receptor. P35869. 320,000 tested, 2.5% active. AHR-responsive luciferase reporter cells, luminescence. AID 2796. activation, % at 5 µM; in the data active means activation above about 47%;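 further: 0% = vehicle wells and 100% = reference agonist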
TPT1 inh – inhibitors of Candida albicans tRNA 2'-phosphotransferase TPT1. recombinant caTPT1, FP RNA substrate dephosphorylation. 300,000 tested, 0.81% active. inhibition, % at 5 µM. AID 1962;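 active means inhibition above the mean of all tested compounds plus 3 SD, set per screening campaign, cut at about 24% in these data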;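 further: plate controls were DMSO alone for no effect and ferristatin control at 100 nM for full effect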
Fh CTSL1 inh – counter-screen for PFM18AAP inhibitors: inhibitors of F. hepatica cathepsin L1; recombinant F. hepatica cathepsin L1, Z-Leu-Arg-MCA fluorescence; inhibition, % at 5.96 µM; 300,000 tested, 0.49% active; AID 1906;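 active means inhibition above the mean of all tested compounds plus 3 SD, set per screening campaign, cut at about 17% in these data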;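 further: 0% = plate median of test compound wells and 100% = 1 µM Z-Phe-Ala-diazomethylketone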
PP5 inh – blocks human protein phosphatase 5 activity. inhibition, % at 6.7 µM. 320,000 tested, 0.18% active. purified PP5c, OMFP substrate fluorescence. P53041. AID 1987;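 active means inhibition above the campaign's mean inhibition across all tested compounds plus 3 SD, cut at about 9.5% in these data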;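 further: 0% = DMSO only and 100% = 100 µM cantharidin control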
Target sequence (P53041 whole entry, looked up): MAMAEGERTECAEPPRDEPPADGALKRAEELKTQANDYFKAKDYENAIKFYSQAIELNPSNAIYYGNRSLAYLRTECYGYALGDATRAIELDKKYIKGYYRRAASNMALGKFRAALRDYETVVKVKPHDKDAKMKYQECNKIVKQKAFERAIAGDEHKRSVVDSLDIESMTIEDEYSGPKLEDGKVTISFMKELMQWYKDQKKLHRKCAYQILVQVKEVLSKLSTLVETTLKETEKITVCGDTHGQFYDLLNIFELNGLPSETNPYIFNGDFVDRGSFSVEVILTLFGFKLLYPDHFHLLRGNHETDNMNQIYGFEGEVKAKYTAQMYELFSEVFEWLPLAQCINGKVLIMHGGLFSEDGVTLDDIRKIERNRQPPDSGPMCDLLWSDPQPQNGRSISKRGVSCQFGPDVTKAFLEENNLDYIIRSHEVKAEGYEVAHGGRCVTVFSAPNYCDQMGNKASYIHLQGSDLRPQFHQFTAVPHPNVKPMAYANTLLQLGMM
proCasp7 act – counter-screen for procaspase-3 activators: activators of human procaspase-7; P55210; 330,000 tested, 0.093% active; activation, % at 8.5 µM; AID 463210; recombinant procaspase-7, Ac-DEVD-pNA absorbance 405 nm; D23A/D198A/D206A triple mutant, cannot self-cleave; scale: DMSO 0, 5 µM enzyme 100;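 active means percent activation above the screen-wide mean plus 3 SD, cut at about 25% in these data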
Target sequence (P55210 whole entry D23A/D198A/D206A): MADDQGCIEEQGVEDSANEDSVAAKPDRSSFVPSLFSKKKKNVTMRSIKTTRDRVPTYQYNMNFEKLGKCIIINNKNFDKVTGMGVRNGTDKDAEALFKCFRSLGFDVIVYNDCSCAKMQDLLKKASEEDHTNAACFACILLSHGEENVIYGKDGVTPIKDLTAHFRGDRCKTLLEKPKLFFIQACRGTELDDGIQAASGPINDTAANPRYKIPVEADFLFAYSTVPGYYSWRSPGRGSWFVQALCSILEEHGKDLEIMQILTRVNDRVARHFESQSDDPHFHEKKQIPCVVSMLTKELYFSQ
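Detection: p-Nitroaniline absorbance at 405 nm, read at 0 and 120 min; system: Uncleavable procaspase-7 mutant enzyme; evaluation: % activation from two-timepoint absorbance difference, scaled to controls; times: 1 h enzyme–compound preincubation and 2 h substrate reaction, both 25 °C; buffer or medium: Zinc-free HEPES pH 7.4 with 300 mM NaCl, 0.01% Triton X-100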
proCasp3 act – procaspase-3 (human) activation; P42574; recombinant procaspase-3 D3A, Ac-DEVD-pNA absorbance 405 nm; activation, % at 8.5 µM; 330,000 tested, 0.11% active; AID 463141;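 active means activation above the mean of all tested compounds plus 3 SD, cut at about 21% in these data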;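 further: 0% = DMSO alone and 100% = DMSO wells spiked with extra 5 µM PC-3 D3A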
Target sequence (P42574 whole entry D9A/D28A/D175A): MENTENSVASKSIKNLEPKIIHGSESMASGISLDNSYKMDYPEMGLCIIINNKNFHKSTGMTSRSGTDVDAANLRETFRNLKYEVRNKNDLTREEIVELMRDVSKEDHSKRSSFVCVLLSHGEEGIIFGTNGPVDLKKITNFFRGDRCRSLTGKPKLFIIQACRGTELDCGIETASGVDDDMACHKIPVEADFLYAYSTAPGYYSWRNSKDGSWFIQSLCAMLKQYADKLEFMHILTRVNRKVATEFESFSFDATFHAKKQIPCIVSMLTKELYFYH
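Test system: Procaspase-3 D3A mutant, all three cleavage aspartates alanine | Dosing: Single dose, 8.5 µM nominal compound, 0.8% DMSO | Schedule: 1 h preincubation, 2 h reaction | Technique: 405 nm absorbance of p-nitroaniline, reads at 0 and 120 min | Repeats: One well per compound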
* marks the source's active call; other numbers are inactive results.

For Cc1cc2oc(=O)cc(CN(C)Cc3cccc(F)c3)c2cc1C the results were PAFAH2 inh -1, core dimer inh -8, PP1 counter 2, AHR act 6, TPT1 inh -4, Fh CTSL1 inh 2, PP5 inh 1.1, proCasp7 act 0 and proCasp3 act -3.
For C=CCn1c(=O)c(C(=O)Nc2ccccc2C(=O)OCC)c(O)c2ccccc21 the results were PAFAH2 inh -6, core dimer inh 9, PP1 counter -4, AHR act 13, TPT1 inh 2, Fh CTSL1 inh -2, PP5 inh 2.0, proCasp7 act 7 and proCasp3 act 10.
`NC(=O)CSc1nnc(SCc2ccc(F)cc2)s1` gave PAFAH2 inh 4, core dimer inh -3, PP1 counter 0, AHR act -3, TPT1 inh -4, Fh CTSL1 inh -3, PP5 inh 2.3, proCasp7 act -5 and proCasp3 act -5.
For CC(C)=CCc1c(O)cc2c(c1O)C(=O)CC(c1ccccc1)O2 (stereo not given) the results were PAFAH2 inh -8, core dimer inh -6, PP1 counter -1, AHR act 51*, TPT1 inh -4, Fh CTSL1 inh 0, PP5 inh 3.4, proCasp7 act -3 and proCasp3 act 9.
Screening Cc1cc(C(=O)NC(C)C)on1 returned PAFAH2 inh 2, core dimer inh 0, PP1 counter -2, AHR act 2, TPT1 inh 0, Fh CTSL1 inh -2, PP5 inh 3.0, proCasp7 act 6 and proCasp3 act -1.
`COc1ccc(C2(C)NC(=O)N(CC(=O)Nc3ccc(C)cc3Br)C2=O)cc1OC` (stereo not given) gave PAFAH2 inh 12, core dimer inh -8, PP1 counter 3, AHR act 5, TPT1 inh 2, Fh CTSL1 inh 2, PP5 inh 1.5, proCasp7 act 2 and proCasp3 act -7.
Screening CCc1ccc(NC(=O)Cc2ccc(OC)cc2)cc1 returned core dimer inh -3, PP1 counter -1, AHR act 4, TPT1 inh -1, Fh CTSL1 inh -5, PP5 inh 2.3, proCasp7 act 10 and proCasp3 act 8.
Cc1cc(C)c(C(=O)N2CCCC(N3CCN(c4ccc(F)cc4)CC3)C2)o1 (stereo not given) was read as PAFAH2 inh 0, core dimer inh -6, PP1 counter 0, AHR act 0, TPT1 inh -6, Fh CTSL1 inh 1, PP5 inh -1.7, proCasp7 act -9 and proCasp3 act 1.
`N#CCSc1nnc(-c2ccc(F)cc2)n1N` gave PAFAH2 inh 5, core dimer inh -5, PP1 counter -1, AHR act 3, TPT1 inh 3, Fh CTSL1 inh 1, PP5 inh -1.1, proCasp7 act 2 and proCasp3 act -3.
O=C(NCCc1ccccc1)C1CCCN(c2ncnc3c2nc2n3CCCCC2)C1 (stereo not given) was read as PAFAH2 inh -9, core dimer inh -10, PP1 counter 0, AHR act 5, TPT1 inh 0, Fh CTSL1 inh 5, PP5 inh 2.3, proCasp7 act 1 and proCasp3 act 8.

Three entries drawn at random from the list so far:
For C=CCn1c(=O)c(C(=O)Nc2ccccc2C(=O)OCC)c(O)c2ccccc21 the results were PAFAH2 inh -6, core dimer inh 9, PP1 counter -4, AHR act 13, TPT1 inh 2, Fh CTSL1 inh -2, PP5 inh 2.0, proCasp7 act 7 and proCasp3 act 10.
Screening CCc1ccc(NC(=O)Cc2ccc(OC)cc2)cc1 returned core dimer inh -3, PP1 counter -1, AHR act 4, TPT1 inh -1, Fh CTSL1 inh -5, PP5 inh 2.3, proCasp7 act 10 and proCasp3 act 8.
`NC(=O)CSc1nnc(SCc2ccc(F)cc2)s1` gave PAFAH2 inh 4, core dimer inh -3, PP1 counter 0, AHR act -3, TPT1 inh -4, Fh CTSL1 inh -3, PP5 inh 2.3, proCasp7 act -5 and proCasp3 act -5.

(listing goes on)
Cc1cc(C)cc(NC(=O)C2C3C=CC(O3)C2C(=O)O)c1 (stereo not given) was read as PAFAH2 inh 7, core dimer inh 0, PP1 counter 1, AHR act 1, TPT1 inh 2, Fh CTSL1 inh -1, PP5 inh 20*, proCasp7 act 0 and proCasp3 act 2.
For CCOC(=O)c1sc2nc(C)nc(NCc3cccnc3)c2c1C the results were PAFAH2 inh 1, core dimer inh 1, PP1 counter -1, AHR act 2, TPT1 inh 0, Fh CTSL1 inh 5, PP5 inh 1.2, proCasp7 act 9 and proCasp3 act -4.
`C=CCn1c(CNC(=O)c2cccs2)nnc1SCC(=O)Nc1ccc(C(=O)O)cc1` gave PAFAH2 inh 0, core dimer inh -2, PP1 counter -6, AHR act 1, TPT1 inh 22, Fh CTSL1 inh 0, PP5 inh 2.6, proCasp7 act -8 and proCasp3 act -9.
`CN(C)CCSc1nc(-c2ccccc2)nc2c1CCCC2` gave core dimer inh 0, PP1 counter -2, AHR act -1, TPT1 inh -2, Fh CTSL1 inh -2, PP5 inh -0.4, proCasp7 act -4 and proCasp3 act 9.
Cc1cc(NC(=O)/C=C/c2ccccc2Cl)n(-c2nc3ccccc3[nH]2)n1 was read as PAFAH2 inh -16, core dimer inh 7, PP1 counter -3, AHR act 42, TPT1 inh -1, Fh CTSL1 inh 2, PP5 inh -1.4, proCasp7 act 13 and proCasp3 act 0.
Screening CCN(CC)S(=O)(=O)c1cc(C(=O)Nc2cccnc2Cl)ccc1Cl returned PAFAH2 inh -6, core dimer inh -7, PP1 counter 1, AHR act 2, TPT1 inh 1, Fh CTSL1 inh -1, PP5 inh 1.9, proCasp7 act 8 and proCasp3 act 5.
For O=C(CSc1ccc2c(c1)OCCO2)NCCc1ccc(Cl)cc1Cl the results were PAFAH2 inh -3, core dimer inh 8, PP1 counter 1, AHR act 2, TPT1 inh 4, Fh CTSL1 inh 0, PP5 inh 0.1, proCasp7 act -6 and proCasp3 act -12.
Screening COc1ccc(Oc2nc3ccccc3n3cccc23)cc1 returned PAFAH2 inh 7, core dimer inh -2, PP1 counter -2, AHR act 39, TPT1 inh 1, Fh CTSL1 inh 12, PP5 inh 1.8, proCasp7 act 4 and proCasp3 act 2.
For COc1ccc(-n2c(SCC(=O)Nc3ccccc3)nc3c(c2=O)SCC3)cc1 the results were PAFAH2 inh 2, core dimer inh 7, PP1 counter 2, AHR act -2, TPT1 inh -1, Fh CTSL1 inh -2, PP5 inh 2.1, proCasp7 act -7 and proCasp3 act -1.
For Cc1cccc(C2NS(=O)(=O)N=C2N)c1 (stereo not given) the results were PAFAH2 inh 2, core dimer inh -11, PP1 counter -3, AHR act 2, TPT1 inh -3, Fh CTSL1 inh -3, PP5 inh -6.1, proCasp7 act -14 and proCasp3 act -4.
O=C1S/C(=C\c2ccc(O)c([N+](=O)[O-])c2)C(=O)N1Cc1cccc([N+](=O)[O-])c1 was read as core dimer inh 5, PP1 counter 1, AHR act 0, TPT1 inh -3, Fh CTSL1 inh 6, PP5 inh 2.9, proCasp7 act -2 and proCasp3 act -1.
`CC(=O)c1c(C)[nH]c(C(=O)NCc2ccccc2F)c1C` gave PAFAH2 inh -9, core dimer inh -9, PP1 counter -5, AHR act -3, TPT1 inh 3, Fh CTSL1 inh -4, PP5 inh -2.9, proCasp7 act -2 and proCasp3 act 3.
Cc1ccnc(NS(=O)(=O)c2ccccc2)n1 was read as PAFAH2 inh 3, core dimer inh -1, PP1 counter 0, AHR act -1, TPT1 inh 0, Fh CTSL1 inh -4, PP5 inh -1.6, proCasp7 act 1 and proCasp3 act -4.
For CCOC(=O)C1CCN(C(=O)CSc2nnc(-c3ccco3)n2-c2ccccc2)CC1 the results were PAFAH2 inh 3, core dimer inh -2, PP1 counter 0, AHR act 2, TPT1 inh 0, Fh CTSL1 inh -3, PP5 inh 0.3, proCasp7 act 1 and proCasp3 act 5.
For O=S(=O)(c1ccccc1)N1CCC(O)(CSc2ccccc2)CC1 the results were PAFAH2 inh -1, core dimer inh -2, PP1 counter -3, AHR act -7, TPT1 inh -3, Fh CTSL1 inh -3, PP5 inh 0.0, proCasp7 act 1 and proCasp3 act 7.
`Cc1nn(-c2cc(N3CCCCCC3)ccc2[N+](=O)[O-])c(=O)c2ccccc12` gave PAFAH2 inh -3, core dimer inh 6, PP1 counter 0, AHR act -4, TPT1 inh 0, Fh CTSL1 inh 4, PP5 inh 1.5, proCasp7 act -8 and proCasp3 act -4.
Cc1ccc(C(C)(C)C)c(OCCOCCN2CCCC2)c1 was read as PAFAH2 inh 5, core dimer inh 8, PP1 counter -1, AHR act -2, TPT1 inh 4, Fh CTSL1 inh -3, PP5 inh -0.3, proCasp7 act 4 and proCasp3 act 4.
For O=C(c1ccco1)N1CCN(Cc2cccnc2)CC1 the results were PAFAH2 inh 1, core dimer inh 0, PP1 counter 1, AHR act 6, TPT1 inh -4, Fh CTSL1 inh -1, PP5 inh -0.3, proCasp7 act 1 and proCasp3 act 3.
`COC(=O)C1=C(C)N(C)C(=O)NC1c1c(OC)ccc2ccccc12` (stereo not given) gave PAFAH2 inh 6, core dimer inh 1, PP1 counter 2, AHR act 2, TPT1 inh 1, Fh CTSL1 inh -2, PP5 inh 3.0, proCasp7 act -2 and proCasp3 act 12.
`Cc1cc(C)cc(NC(=O)CSc2n[nH]c(-c3cccnc3)n2)c1` gave PAFAH2 inh -5, core dimer inh 5, PP1 counter -1, AHR act 9, TPT1 inh -1, Fh CTSL1 inh 3, PP5 inh 4.3, proCasp7 act 5 and proCasp3 act -1.
Screening COc1ccc(S(=O)(=O)N2CCn3c2nc2ccccc23)cc1 returned PAFAH2 inh 3, core dimer inh -3, PP1 counter 5, AHR act 5, TPT1 inh -4, Fh CTSL1 inh -5, PP5 inh -1.9, proCasp7 act -4 and proCasp3 act 4.
`Cc1ccc2c(c1)N(CC(=O)NCCCN1CCCCC1)C(=O)c1cccnc1O2` gave PAFAH2 inh -2, core dimer inh 6, PP1 counter -5, AHR act 0, TPT1 inh -2, Fh CTSL1 inh -2, PP5 inh 2.8, proCasp7 act 2 and proCasp3 act 1.
Cc1cccc(S(=O)(=O)Nc2nc3ccccc3nc2NCC2CCCO2)c1 (stereo not given) was read as PAFAH2 inh 3, core dimer inh 7, PP1 counter -1, AHR act 4, TPT1 inh 0, Fh CTSL1 inh 4, PP5 inh 0.0, proCasp7 act -2 and proCasp3 act 0.
O=C(c1ccc2c(=O)n3c(nc2c1)CCCCC3)N1CCc2ccccc21 was read as PAFAH2 inh 2, core dimer inh 1, PP1 counter -4, AHR act 8, TPT1 inh 0, Fh CTSL1 inh -2, PP5 inh -0.5, proCasp7 act 3 and proCasp3 act 5.
For NS(=O)(=O)c1cccc(NC(=O)COC(=O)CCC(=O)c2cccs2)c1 the results were PAFAH2 inh 6, AHR act 0, proCasp7 act 3 and proCasp3 act 1.
For CN(C)c1cccc(C(=O)NCC(c2ccco2)N(C)C)c1 (stereo not given) the results were PAFAH2 inh 6, core dimer inh -16, PP1 counter 1, AHR act 10, TPT1 inh -4, Fh CTSL1 inh 1, PP5 inh 1.0, proCasp7 act -4 and proCasp3 act -2.
